Polio RdRp inh = poliovirus RdRp elongation inhibitors, primary screen, biochemical, fluorescence polarization, total intensity; Genome polyprotein (Poliovirus type 1 (strain Mahoney)), P03300; poliovirus polymerase elongation; stronger effect = lower value; % elongation, % (compound at 16.7 µg/mL); 150,000 compounds, 0.66% hits; in the data active = % elongation below about 90%; also: some results filed as inactive read as strong as hits
Target sequence (P03300 1749-2209 limits assumed): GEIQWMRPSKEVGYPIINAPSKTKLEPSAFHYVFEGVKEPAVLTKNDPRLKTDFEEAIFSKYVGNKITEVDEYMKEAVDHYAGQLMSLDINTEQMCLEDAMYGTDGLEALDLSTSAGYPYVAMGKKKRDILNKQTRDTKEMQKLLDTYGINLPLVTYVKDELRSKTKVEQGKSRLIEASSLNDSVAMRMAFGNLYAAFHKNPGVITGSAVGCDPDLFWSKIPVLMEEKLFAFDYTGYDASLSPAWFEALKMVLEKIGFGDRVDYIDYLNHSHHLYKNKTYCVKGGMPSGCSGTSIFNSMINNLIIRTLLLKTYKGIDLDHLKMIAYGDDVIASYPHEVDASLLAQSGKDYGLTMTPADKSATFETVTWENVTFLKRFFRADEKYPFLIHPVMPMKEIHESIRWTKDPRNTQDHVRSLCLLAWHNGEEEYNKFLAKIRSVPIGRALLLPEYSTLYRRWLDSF
Polio RdRp inh FP z-score = also measured in Polio RdRp inh; calls as there; z-score; measured here: FP z-score; hits read low
* marks the source's active call; other numbers are inactive results. Not all compounds are listed; rates above refer to the full screens.

SMILES	Polio RdRp inh	Polio RdRp inh FP z-score
CCN(CC)C(=S)CSc1nc(-c2ccccc2)cc(-c2ccco2)c1C#N	79	-1.9
O=C(Cc1c(Cl)cccc1Cl)NC1=NCCS1	108	0.6
CC1(C)CC(=O)C/C(=N/Nc2nc3ccccc3s2)C1	104	0.2
CC(=O)N1c2ccccc2C(=O)C1N1CCN(c2cccc(C(F)(F)F)c2)CC1 (stereo not given)	108	0.2
COc1ccc(C(=O)NCC2COc3ccccc3O2)cc1OC (stereo not given)	103	0.7
O=C(Nc1ccc(F)cc1)c1oc2ccccc2c1CSc1ncn[nH]1	102	0
COC(=O)Nc1ccc(S(=O)(=O)N(C)C)cc1	101	-0.2
O=C(CCCC(=O)c1ccccc1)Nc1nc2ccc(Br)cc2s1	101	-0.1
N#Cc1cnc(N2CCN(c3ccccc3)CC2)nc1N	102	0.1
O=C(CCN1C(=O)c2ccccc2C1=O)Oc1ccc2c3c(c(=O)oc2c1)CCC3	100	-0.4
Cc1ccc(OC(=O)N(C)C)c(CN(C)C)c1	104	0.6
CC(=O)Nc1ccc(S(=O)(=O)NC2=NCN(CCO)CN2)cc1	108	0.9
N#CCSc1[nH]c(=O)c(-c2nc(-c3ccccc3)cs2)cc1C#N	104	0.4
Cc1ccc(-c2cc(-c3ccccc3)nc(N3CCCC3)n2)cc1	103	0.2
OC(C#Cc1ccccc1)C#Cc1ccccc1	100	-0.1
Cc1ccc(C)c(C(=O)CSc2nnc(C)s2)c1	102	0.3
Cc1ccc(NC(C#N)c2c(C)[nH]c(=O)[nH]c2=O)cc1 (stereo not given)	98	-1.2
O=C(Cc1ccccc1)c1ccccc1C(=O)NCc1cccs1	108	0.7
COc1ccc(C=C2C(=O)OC(C)(C)OC2=O)cc1OC	104	0.4
COc1nc(NCCO)nc(Nc2ccc(I)cc2C)n1	99	-1.2
O=C(Oc1ccccc1)c1cc(-c2ccccc2)c(C(F)(F)F)s1	101	-0.3
CCOC(=O)c1c(C)csc1NC(=O)CC(=O)C(F)(F)F	101	-0.1
C1CCN(CC2COC3(CCCC3)O2)CC1 (stereo not given)	102	0.4
COc1ccc(NC(=O)c2nc(SCc3ccccc3F)ncc2Cl)cc1	110	0.5
CNC(=O)NC(=O)CSc1nc2ccccc2s1	98	-0.6

(cont.)
SMILES	Polio RdRp inh	Polio RdRp inh FP z-score
Cn1cc(/C=N/NC(=O)CC#N)c2ccccc21	98	-0.6
CN(C)N=Nc1ccccc1C(=O)NCc1ccc(Cl)cc1	108	0.6
CC(=O)c1cc2c(cc1N/C(=N/S(=O)(=O)c1ccc(Cl)cc1)c1ccc(F)cc1)OCO2	108	0.3
CS(=O)(=O)Nc1cccc(C(=O)OCC(=O)Nc2ccccc2F)c1	103	0.2
COc1ccc(CNC(=O)c2cnc3sc(N4CCC(C)CC4)nn3c2=O)c(OC)c1	112	1.3
C=C(C)[C@H]1CC=C(C(=O)O)CC1	101	0.3
CCc1ccc(NS(=O)(=O)c2ccc3[nH]c(=O)ccc3c2)cc1	100	-0.4
c1cc2c(cc1N1CCNCC1)OCCO2	102	-0.1
COc1cccc(-c2nn(CN3CCCC3)c(=S)n2C)c1	96	-0.4
CCOC(=O)c1nc(C)sc1-c1ccnn1C(=O)c1ccc(OC)cc1	100	-0.4
CCNc1cc2oc(=O)cc(C(F)(F)F)c2cc1C	67	-7.4
Clc1ccccc1CNc1ncnc2c1c(-c1ccccc1)cn2-c1ccccc1	111	0.7
Cc1ccc(C)c(S(=O)(=O)N2CC3(C)CC2CC(C)(C)C3)c1 (stereo not given)	104	0.3
Cc1ccc(CNC(=O)CCCCCn2c(=O)c3sccc3n(CC(=O)N(C)c3ccccc3)c2=O)cc1	107	0.4
Cc1ccc(C)c(NC(=O)CC(Cc2ccccc2)C(=O)O)c1 (stereo not given)	105	0.2
O=C(COC(=O)C1CCC1)Nc1ccc(F)c(Cl)c1	104	0.1
Cc1ccccc1Cn1c(=O)n(CCCCC(=O)NCc2ccccc2Cl)c(=O)c2ccccc21	105	-0.3
COc1ccccc1-c1cc(=O)n(CC(=O)N2CCC(C(N)=O)CC2)c2c1CCCC2	99	-1.3
Cc1cc2nc(-c3ccc(NC(=O)c4ccccc4F)cc3)oc2cc1C	24*	-10*
Nc1cc(=O)nc(SCC(=O)Nc2ccc(F)cc2)n1-c1ccccc1Cl	106	0.4
Clc1ccc(N2CCN(C3=Cc4ccccc4CC3)CC2)cc1Cl	105	1
CCOC(=O)c1c(C)oc2c1c(C=NC1CCS(=O)(=O)C1)c(O)c1ccccc12 (stereo not given)	99	-0.5
CC(C)n1c(SCC(=O)Nc2ccc(F)cc2)nc2c(oc3ccccc32)c1=O	105	0.3
COCCNC(=O)CCc1c(C)nc2c(c(C)nn2-c2ccc(C)cc2)c1C	109	0.5
COc1ccc(-c2noc(CNC(=O)NC3CCCCC3)n2)cc1	104	1.3

Going on with the list.
SMILES	Polio RdRp inh	Polio RdRp inh FP z-score
CCC1CCCCN1CCCNC(=O)c1sc2nc(C)cc(C)c2c1-n1cccc1 (stereo not given)	105	-0.5
O=C(C1=C2Sc3ccccc3N2CC(C(=O)c2ccccc2)C1)c1ccccc1 (stereo not given)	104	0.6
Cc1oc(C)c2c(=O)ccc3c(c12)OC(N)=C(C#N)C3c1ccc(Br)cc1 (stereo not given)	104	1.1
CN(C)c1ccc(C(CNS(=O)(=O)c2ccc(Cl)cc2)N2CCOCC2)cc1 (stereo not given)	101	-0.7
O=C(/C=C\c1ccco1)Nc1ccc(N2CCN(C(=O)c3ccccc3)CC2)cc1	100	-0.1
CC1CC(=O)N(CC(=O)N2CCCCC2)c2ccccc2S1 (stereo not given)	103	1.3
NNC(=O)CCN1CCN(Cc2ccccc2)CC1	106	0.5
O=S(=O)(NCC(c1cccs1)S(=O)(=O)c1ccccc1)c1ccc(F)c(C(F)(F)F)c1 (stereo not given)	90	-2.9
CCNC(=O)Nc1ccccc1C(=O)OC	98	-1.2
O=C(CC12CC3CC(CC(C3)C1)C2)OCC(O)CN1CCOCC1 (stereo not given)	100	0
CCn1c(=O)c2cc(C(=O)N(CCC(C)C)Cc3ccco3)sc2c2ccccc21	100	0
O=C(O)c1cc(C2CC2)on1	104	0.4
COC(=O)c1ccccc1NC(=O)Cn1c(=O)n(-c2cccc(OC)c2)c(=O)c2c(C)c(C(=O)N(C)C)sc21	106	0
Cc1ccc(S(=O)(=O)N2CCC(C(=O)N=Nc3c(O)[nH]c4ccccc34)CC2)cc1	100	-0.6
COc1cc(OC)cc(C(=O)Nc2ccc(Cl)cc2C(=O)c2ccccc2Cl)c1	103	0.1
COc1ccc(S(=O)(=O)Nc2cccc(-c3nnco3)c2)cc1OC	102	0.3
Cc1ccc(Nc2c(-c3ccc(C)cc3)nc3c(C)cccn23)cc1	110	1
CC1(C)CC(=O)C(C(N)=NC(=O)c2ccccc2)=C(O)C1	99	-0.3
Cc1cc(NC(=O)CSc2nnc(COc3ccc(Cl)cc3C)n2C2CCCCC2)no1	101	-0.2
CCS(=O)(=O)N1N=C(c2ccc(C)cc2)CC1c1cc2ccc(OC)cc2nc1Cl (stereo not given)	129	5.9
CC1CC1C(=O)OCC(=O)Nc1ccccc1Oc1ccccc1 (stereo not given)	102	0.4
O=c1c(/C=N/N2CCOCC2)c(-c2ccccc2)[nH]n1-c1nc2ccccc2s1	99	-0.3
COc1ccc(C2CC(c3cc4ccccc4oc3=O)=Nc3ccccc3N2)cc1 (stereo not given)	131	2.7
Cc1cccc(CNC(=O)CCn2c(=O)c3cccn3c3ccc(F)cc32)c1	95	-2
O=C(CSc1nnc2ccccn12)NCc1cccs1	102	-0.2

15 compounds out of the list, ordered by heavy-atom count, descending.
SMILES	Polio RdRp inh	Polio RdRp inh FP z-score
COC(=O)c1ccccc1NC(=O)Cn1c(=O)n(-c2cccc(OC)c2)c(=O)c2c(C)c(C(=O)N(C)C)sc21	106	0
Cc1cc(NC(=O)CSc2nnc(COc3ccc(Cl)cc3C)n2C2CCCCC2)no1	101	-0.2
O=S(=O)(NCC(c1cccs1)S(=O)(=O)c1ccccc1)c1ccc(F)c(C(F)(F)F)c1 (stereo not given)	90	-2.9
COc1ccc(C2CC(c3cc4ccccc4oc3=O)=Nc3ccccc3N2)cc1 (stereo not given)	131	2.7
O=c1c(/C=N/N2CCOCC2)c(-c2ccccc2)[nH]n1-c1nc2ccccc2s1	99	-0.3
CN(C)c1ccc(C(CNS(=O)(=O)c2ccc(Cl)cc2)N2CCOCC2)cc1 (stereo not given)	101	-0.7
Cc1oc(C)c2c(=O)ccc3c(c12)OC(N)=C(C#N)C3c1ccc(Br)cc1 (stereo not given)	104	1.1
COc1ccc(S(=O)(=O)Nc2cccc(-c3nnco3)c2)cc1OC	102	0.3
CC1CC1C(=O)OCC(=O)Nc1ccccc1Oc1ccccc1 (stereo not given)	102	0.4
CC1CC(=O)N(CC(=O)N2CCCCC2)c2ccccc2S1 (stereo not given)	103	1.3
CC1(C)CC(=O)C(C(N)=NC(=O)c2ccccc2)=C(O)C1	99	-0.3
O=C(CSc1nnc2ccccn12)NCc1cccs1	102	-0.2
NNC(=O)CCN1CCN(Cc2ccccc2)CC1	106	0.5
CCNC(=O)Nc1ccccc1C(=O)OC	98	-1.2
O=C(O)c1cc(C2CC2)on1	104	0.4

Later entries.
SMILES	Polio RdRp inh	Polio RdRp inh FP z-score
Cc1cccc(C(=O)OCc2nc3ccccc3c(=O)[nH]2)c1C	100	-0.7
N#Cc1c(=N)nc2oc3ccc(Cl)cc3c3c(C#N)c(N)[nH]c1c23	101	0
COC(=O)COc1ccc2oc(-c3ccc(OC)cc3)cc(=O)c2c1	101	-1.1
O=C1N(c2ccc3c(c2)OCO3)C(c2ccc(F)cc2)C1(F)F (stereo not given)	108	0.6
COc1ccc(CCn2c(=S)[nH]c3c(sc4ccccc43)c2=O)cc1OC	101	-0.1
Cc1cccc(CC(=O)Nc2c(C(=O)Nc3cccc(F)c3)oc3ccccc23)c1	101	-0.9
CCn1ccc(C(=O)Nc2ccccc2Cl)n1	102	0.1
CN1C(=O)C(=Cc2cccn2-c2ccccc2)C(=O)N(C)C1=O	100	-0.1
COCCNC(=S)N1CCCN(c2nc3cc(C)ccc3cc2C#N)CC1	102	0.3
CCCCn1c(CCCNC(=O)c2ccco2)nc2ccccc21	102	0.1
CCSc1nc2ccccc2n1CC(=O)Nc1cc(Cl)ccc1OC	100	-0.7
Cc1ccc2c(=O)cc(C(=O)Nc3ccc(S(=O)(=O)N4CCC(C)CC4)cc3)oc2c1C	100	-1.5
COc1ccc(CCNC(=O)CCc2c(C)nc3c(c(C)nn3-c3ccc(C)cc3)c2C)c(OC)c1	106	-0.4
CCOC(=O)c1cc(S(=O)(=O)NCCc2ccccc2)cn1C	104	1.4
Cc1cc(C)n2nc(C(=O)N/N=C/c3ccncc3)nc2n1	102	-0.2
COc1ccccc1N1CCN(c2ncnc3c2cnn3-c2cc(Cl)ccc2C)CC1	110	0.5
CCc1ccc(NCc2cc3cc4c(cc3n(CC(=O)Nc3ccc(F)cc3)c2=O)OCCO4)cc1	108	0.5
Cc1c(C(=O)NCc2ccc(Cl)cc2)oc2ccc3c(c12)C(=O)CC(C)(C)O3	112	0.5
CC(=O)Oc1cc2c(C(=O)N3CCCC3)c(C)oc2c2ccccc12	105	0.5
COC(=O)CC1SC(=O)N(c2ccc(C)cc2)C1=O (stereo not given)	101	-0.1
Nc1n[nH]c(C2CCCCC2)n1	101	-0.2
CN(C)c1cccc(C(=O)N/N=C2\CCSc3ccc(F)cc32)c1	102	-0.1
Cc1ccc2sc(-c3ccc(N)cc3)nc2c1	106	-0.2
COCC(=O)Oc1c(Sc2c(F)c(F)c(F)c(F)c2F)c(C)nn1C(C)(C)C	100	-0.7
CCOC(=O)[C@@H]1Nc2ccc(C(=O)O)cc2[C@@H]2C=CC[C@H]12	68*	-7.8*

(continued)
SMILES	Polio RdRp inh	Polio RdRp inh FP z-score
COc1ccc(-c2noc(-c3cc4c(COC(C)=O)cnc(C)c4oc3=O)n2)cc1	102	0.1
CC(C)(C)n1nnnc1C(c1ccccn1)N1CCN(c2cccc(C(F)(F)F)c2)CC1 (stereo not given)	102	0.2
COc1ccc(C(=O)Nc2nnc(C(C)C)s2)cc1OC	102	-1
COc1ccc(Cl)cc1NC(=O)C1CCN(S(=O)(=O)c2ccc(F)cc2)CC1	103	-0.6
O=S(=O)(Cc1noc(-c2cc(Cl)cc(Cl)c2)n1)c1ccc(Cl)cc1	100	-0.3
O=C(NCc1ccccc1)c1ccc(CSc2nc3cccnc3n2Cc2ccccc2)cc1	103	-1
CCCCn1cc(S(=O)(=O)c2ccccc2)c(=O)c2cc(F)c(N3CCC(C)CC3)cc21	108	0
O=C(O)Cc1csc(N2CCCC2=O)n1	106	0.6
O=C(Nc1ccc(Cl)cc1)c1ccc2oc(=O)n(Cc3ccccc3)c2c1	110	1
COCCn1c(C)cc(O)c(C(c2ccc(C)cc2)N2CCCCC2)c1=O (stereo not given)	112	0.8
O=C(NCc1ccccc1)C(=O)Nc1ccc2nc3n(c(=O)c2c1)CCCCC3	109	0.6
Cc1csc(C(C#N)C(=O)CSc2ccc3c(c2)OCCO3)n1 (stereo not given)	111	0.7
CC(C)NC(=O)C1CCCCC1C(=O)O (stereo not given)	102	0.2
Cc1ccc(CNC(=O)c2ccc(N3CCSc4ncccc43)s2)o1	100	-0.6
CN1C(=O)C(=Cc2ccc(-c3cccc(Cl)c3)o2)C(=O)N(C)C1=S	111	0.9
CN(C)CCCN1C(=O)C(O)=C(C(=O)c2cccs2)C1c1ccco1 (stereo not given)	97	-0.5
Cc1nnc(SCC(=O)NCCN2CCOCC2)c2nn(-c3ccccc3)c(C)c12	100	-0.5
COc1ccc(NC(=O)CSCc2cc(=O)c3cc(C)ccc3[nH]2)cc1	106	0.1
CCOCC(=O)N1CCc2ccccc21	102	-0.2
CC12CCC(=O)N1C(C(=O)Nc1nccs1)CS2 (stereo not given)	103	0.2
COc1ccc(Cl)cc1NCc1nnc2n1CCCCC2	112	1.1
CCc1ccc(-c2nc(CS(=O)CC(=O)NCCc3ccc(Cl)cc3)c(C)o2)cc1 (stereo not given)	105	-0.1
O=C(c1cccc(C(F)(F)F)c1)N1CCCCC1	101	0.2
Cc1nnc(C)c2c(C)n(-c3ccccc3N)c(C)c12	102	0.2

Screens (PubChem BioAssay)
